Screens (PubChem)
PKA inh: blocks human protein kinase A activity | P17612 | 0.1% of 65,000 active | inhibition, % at 6 µM | AID 524 | PKA Kemptide phosphorylation, Kinase-Glo ATP luminescence;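 active = inhibition above the screen-wide mean inhibition plus 3 SD, cut at about 21% in these data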; also: many of its hits are not listed in these tables
JNK3 inh: blocks human JNK3 kinase activity. P53779. purified JNK3 kinase activity, HTS. inhibition, % at 8 µM. 0.61% of 60,000 active. AID 746; in the data active = inhibition above about 17%;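 also: 0% = DMSO and 100% = reference inhibitor; many of its hits are not listed in these tables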
CatB mixtures: human cathepsin B inhibition by mixtures; P07858; Purified cathepsin B, AMC dipeptide fluorescence, compound mixtures; 0.06% of 62,000 active; inhibition, %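 (ten-compound pools at 5 µM per compound and 50 µM total)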; in the data active = inhibition above about 22%, passing the limit was not always enough;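 also: 0% = enzyme without compound and 100% = no enzyme blank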
CatB inh: blocks human cathepsin B protease activity | P07858 | purified cathepsin B, fluorogenic substrate, fluorescence | inhibition, %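 (tested at 10 µM)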 | 0.1% of 63,000 active; in the data active = inhibition above about 21%;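 also: 0% = enzyme with no compound and 100% = no enzyme blank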
CatS inh: blocks human cathepsin S protease activity; 0.06% of 62,000 active; recombinant cathepsin S, AMC dipeptide fluorescence, pooled mixtures; P25774; inhibition, %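 (tested at 5 µM per compound within 10-compound mixtures)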; in the data active = inhibition above about 32%, passing the limit was not always enough;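 also: 0% = enzyme without compound and 100% = blank without enzyme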
RORA act: RORA (human) activation; activation, % at 10 µM; 1.5% of 65,000 active; CHO-K1 Gal4-RORA LBD luciferase reporter, luminescence; percent increase over mock-subtracted basal signal; P35398;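 active = activation above the mean of all tested compounds plus 3 SD, cut at about 49% in these data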;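 also: 0% = DMSO-treated RORA cells and 100% = added signal equal to DMSO minus mock-transfected cells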
AP complement: orthogonal test for alternative complement pathway inhibitors; Human serum alternative complement pathway, LPS-coated ELISA, C3 deposition; tested in compound mixtures; inhibition, % at 5 µM; 0.08% of 62,000 active;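 active = inhibition above 30% in each of the two pooled mixtures holding the compound, so the lower value exceeds 30%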;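 also: 0% = serum in Mg-EGTA without compound and 100% = EDTA serum blank; some compounds past the cut are filed as inactive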
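Assay system: Human serum alternative complement pathway, C3 deposition on LPS-coated wells | Incubation: 1 h serum-compound exposure at 37 °C | Doses: 5 µM per compound in ten-compound mixtures | Read-out: Percent inhibition | Technique: ELISA with HRP anti-human C3 antibody, TMB substrate, absorbance 450 nm | Replication: Two pool placements per compound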
ROCK2 blocker: ROCK2 (human) kinase inhibition. inhibition, % at 6 µM. 0.35% of 60,000 active. AID 604. purified ROCK2, Kinase-Glo ATP depletion luminescence;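 active = inhibition above the screen-wide mean inhibition plus 3 SD, cut at about 18% in these data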;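 also: plate controls were DMSO wells for no effect and Y-27632 control wells after no-enzyme background subtraction for full effect; many of its hits are not listed in these tables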
Target sequence (O75116 whole entry, looked up): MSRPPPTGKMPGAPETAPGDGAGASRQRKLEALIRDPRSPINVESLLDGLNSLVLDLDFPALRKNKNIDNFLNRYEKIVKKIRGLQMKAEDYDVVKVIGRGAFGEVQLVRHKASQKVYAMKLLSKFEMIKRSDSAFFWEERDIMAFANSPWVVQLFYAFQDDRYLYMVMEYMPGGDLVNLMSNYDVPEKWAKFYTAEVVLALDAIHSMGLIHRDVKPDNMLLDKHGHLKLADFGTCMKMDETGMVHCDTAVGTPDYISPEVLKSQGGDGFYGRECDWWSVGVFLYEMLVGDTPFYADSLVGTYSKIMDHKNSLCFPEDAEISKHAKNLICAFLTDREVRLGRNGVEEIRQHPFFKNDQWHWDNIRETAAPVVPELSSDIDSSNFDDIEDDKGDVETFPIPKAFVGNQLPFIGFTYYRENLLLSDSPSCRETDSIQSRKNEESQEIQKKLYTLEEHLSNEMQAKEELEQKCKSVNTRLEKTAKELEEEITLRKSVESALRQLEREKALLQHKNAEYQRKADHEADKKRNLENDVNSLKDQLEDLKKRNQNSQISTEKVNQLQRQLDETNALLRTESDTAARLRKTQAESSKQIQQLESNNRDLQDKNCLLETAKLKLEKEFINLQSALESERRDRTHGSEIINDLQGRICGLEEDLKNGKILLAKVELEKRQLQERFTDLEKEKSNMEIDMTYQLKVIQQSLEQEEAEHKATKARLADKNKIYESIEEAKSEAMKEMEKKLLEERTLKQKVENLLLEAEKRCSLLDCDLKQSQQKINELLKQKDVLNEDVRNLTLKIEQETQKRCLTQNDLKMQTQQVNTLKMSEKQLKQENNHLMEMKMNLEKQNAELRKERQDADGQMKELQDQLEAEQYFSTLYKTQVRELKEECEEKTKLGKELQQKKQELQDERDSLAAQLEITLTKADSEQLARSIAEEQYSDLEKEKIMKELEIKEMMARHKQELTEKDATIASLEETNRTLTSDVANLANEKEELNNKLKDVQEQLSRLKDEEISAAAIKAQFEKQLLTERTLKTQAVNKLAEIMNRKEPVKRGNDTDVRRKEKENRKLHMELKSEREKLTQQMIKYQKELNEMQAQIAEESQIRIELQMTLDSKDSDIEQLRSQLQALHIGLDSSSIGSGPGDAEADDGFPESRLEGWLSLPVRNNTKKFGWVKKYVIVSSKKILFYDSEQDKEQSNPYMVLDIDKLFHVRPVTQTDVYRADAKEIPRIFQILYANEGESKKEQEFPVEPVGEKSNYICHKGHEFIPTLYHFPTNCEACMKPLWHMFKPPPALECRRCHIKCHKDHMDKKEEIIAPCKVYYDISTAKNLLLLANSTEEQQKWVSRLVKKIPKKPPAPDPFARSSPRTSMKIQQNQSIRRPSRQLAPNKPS
Ec RNAP inh: inhibitors of Escherichia coli RNA polymerase; E. coli RNA polymerase, fluorescence transcription assay; P0A8V2; inhibition, %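 (tested at 10 µM)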; 0.2% of 62,000 active; in the data active = inhibition above about 20%;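 also: 0% = enzyme without compound and 100% = no enzyme blank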
* marks the source's active call; other numbers are inactive results; x = no result given. This is a subset; rates above refer to the full screens.

SMILES	PKA inh	JNK3 inh	CatB mixtures	CatB inh	CatS inh	RORA act	AP complement	ROCK2 blocker	Ec RNAP inh
COc1cccc(C2CC(=O)N3CN(c4cccc(Cl)c4C)CSC3=C2C#N)c1OC (stereo not given)	7	-3	3	2	9	9	14	5	4
CCC(NC(=O)NC1=NCCS1)(C(F)(F)F)C(F)(F)F	5	-4	x	2	x	8	x	13	x
O=C(N1CCOCC1)N1CCN(CC(O)COc2ccc3ccccc3c2)CC1 (stereo not given)	9	3	5	0	0	-4	17	7	x
C/C(N)=C(/C#N)C(=O)CSc1nc(C2CCCCC2)n(-c2ccccc2)n1	8	-4	3	6	-1	-26	5	6	-2
Clc1c(-c2nnc3n2CCC3)sc2ccccc12	3	3	-2	2	-14	-12	8	3	6
CCN(CC)CCCNC(=O)c1c(O)c2c([nH]c1=O)CCCC2	9	6	1	2	15	6	-1	10	3
Cc1noc(-c2ccccc2OC(=O)c2ccccc2)n1	10	5	22	3	10	15	5	1	3
CC1CCCCN1CCNC(=O)Cn1nc(-c2ccccc2)ccc1=O (stereo not given)	7	-6	0	1	-4	-10	17	4	5
O=C1CC(N2CCN(c3ccc(F)cc3)CC2)C(=O)N1Cc1ccc(N2CCCC2=O)cc1 (stereo not given)	5	-2	0	0	0	1	-2	5	x
CC(C)(C)C(=O)C(CO)(Oc1ccc(Cl)cc1)n1cncn1 (stereo not given)	0	6	-11	3	-23	-6	8	3	7
COc1ccc(CC(=O)NC2CCN(Cc3nnnn3C(C)(C)C)CC2)cc1OC	8	-2	4	-1	-5	10	15	2	0
COc1cc2ccccc2cc1C(=O)N1CCN(C)CC1	-1	-2	-3	-1	6	-16	9	0	1
O=C(Cn1c(NCCCO)nc2ccccc21)c1ccco1	4	-7	3	8	12	21	-10	3	5
O=c1[nH]c2c(n(C3CCCCC3)c1=O)CCC2	7	4	2	6	17	21	3	4	13
CCOc1ccc2[nH]c3c(N4CCN(c5ccccn5)CC4)ncnc3c2c1	3	-3	1	1	7	42	-7	2	2

The last 3 compounds of the part above lead into the next.
SMILES	PKA inh	JNK3 inh	CatB mixtures	CatB inh	CatS inh	RORA act	AP complement	ROCK2 blocker	Ec RNAP inh
O=C(Cn1c(NCCCO)nc2ccccc21)c1ccco1	4	-7	3	8	12	21	-10	3	5
O=c1[nH]c2c(n(C3CCCCC3)c1=O)CCC2	7	4	2	6	17	21	3	4	13
CCOc1ccc2[nH]c3c(N4CCN(c5ccccn5)CC4)ncnc3c2c1	3	-3	1	1	7	42	-7	2	2
CCOc1cc(S(=O)(=O)N2CCC(Cc3ccccc3)CC2)c(OCC)cc1-n1cnnn1	13	2	3	7	-11	8	-1	4	-1
O=C(CS(=O)(=O)c1c[nH]c2ccccc12)Nc1ccc2c(c1)OCCO2	8	x	0	2	2	11	4	x	6
COc1cccc(C(=O)NCc2ccccc2OC)c1	4	0	-4	-4	5	-6	-1	5	6
O=C1CCc2nc3sc4c(c3c(=O)n2N1)CCCC4	5	-1	3	4	6	10	2	8	0
CC(=O)N(C)c1ccc(NC(=O)c2cnn(C)c2)cc1	-1	x	0	4	4	4	11	x	-5
O=C(c1cc(-c2ccc(Cl)c(Cl)c2)on1)N1CCCC1	-3	-5	1	0	18	60*	13	-11	1
COC(=O)c1ccc(/C(O)=C(\C#N)c2nc3ccccc3s2)cc1	8	-6	4	4	15	19	-6	2	9
O=C(OCc1nnc(-c2ccccc2)o1)c1ccc(S(=O)(=O)NCc2ccco2)cc1	9	0	1	3	14	-19	-7	5	6
CSCCc1nc(SCC(=O)Nc2nnc(C)s2)[nH]c1C	8	-1	1	6	3	-11	19	4	7
O=C(c1ccc2c(c1)OCO2)N1CCCc2ccccc21	1	2	x	x	x	4	x	0	x
O=C(CSc1nnc(Cc2csc(Nc3cccc(Cl)c3)n2)o1)N1CCc2ccccc21	-2	-7	-2	0	4	-4	-6	-2	-4
c1c2c(cc3sc(N4CCCCC4)nc13)OCCO2	4	-2	2	-1	-2	-76	-4	-15	6
CCCC(=O)Nc1cccc2c1CCCC2	9	-1	4	6	-3	-12	5	8	8
COc1ccc(NC(=O)CN2CCN(CC(=O)Nc3ccccc3F)CC2)c(OC)c1	12	9	3	4	1	0	11	5	1
N#Cc1ccccc1NC(=O)CSc1nnc(-c2ccccc2O)n1-c1ccccc1	-4	-2	-1	-5	-13	-8	18	-2	-1
Cc1oc2c(CN3CCOCC3)c(O)ccc2c(=O)c1-c1ccccc1	2	-1	-2	-3	30	12	8	-1	-7
COc1ccc(-c2nnc3ccc(SCC(=O)N4CCOCC4)nn23)cc1	-6	3	-4	-2	3	-1	-3	2	13
CCCN(C(=O)CSc1nnc(-c2ccoc2C)n1N)C1CCS(=O)(=O)C1 (stereo not given)	12	-5	3	-2	0	-12	10	6	6
Cc1ccc(-n2c3c(cc(C(=O)NC4CCSC4=O)c2=O)C(=O)CCC3)cc1 (stereo not given)	4	4	37	-6	-6	-9	17	4	1
COc1ccc(CSc2n[nH]c(C)n2)cc1Br	x	x	4	1	15	x	5	x	6
O=C(C1CCN(S(=O)(=O)c2cccnc2)CC1)N1CCN(c2ccc(Cl)cc2)CC1	2	x	5	5	-2	-22	1	x	3
COc1ccc(OC)c(NC(=O)CNC(=O)Cn2ccc3ccccc3c2=O)c1	6	0	3	4	8	13	15	3	7
O=C(CCCCCN1C(=O)CCC1=O)NCc1ccccc1	-2	-2	6	-7	10	-5	10	0	9
COc1cc(OC)c(-c2nnc(-c3ccc(OC)c(OC)c3OC)o2)cc1OC	5	-1	3	0	4	33	-7	6	7
O=S(=O)(c1ccc(F)cc1)N1CCN(Cc2ccccc2C(F)(F)F)CC1	-9	-10	-6	-3	-1	-16	0	-4	3
Cc1nn(Cc2ccccc2Cl)c2sc(C(=O)OC3CCCC3=O)cc12 (stereo not given)	4	4	1	5	-3	-19	3	5	5
O=S(Cc1ccc(Cl)cc1)CC(O)COc1ccc(Cl)cc1 (stereo not given)	-6	-8	1	1	-5	0	3	-2	-1
CCOC(=O)CCSCC(=O)Nc1nnc(C)s1	9	-1	-5	2	-13	-3	31	8	7
CC(=O)NCCn1c(C)cc2ccccc21	-5	-6	-1	-1	11	15	15	3	9
COc1cc(C2CC(=O)N(CC(=O)NCc3ccco3)c3ccccc3S2)cc(OC)c1OC (stereo not given)	-3	-2	7	-7	10	15	20	-1	-2
O=C(/C=N/O)NCCCn1ccnc1	10	5	5	2	-7	11	13	4	6
O=c1c2ccccc2[nH]c(=S)n1CCN1CCN(Cc2ccccc2)CC1	1	2	7	-4	2	-23	15	1	4
O=S1(=O)CCN2C=C(Br)C=C(Br)C2=N1	-5	x	-1	5	0	6	10	x	3
CC1(C)CC(=O)C(C=NCCN2CCNC2=O)=C(O)C1	12	x	4	0	15	-3	6	x	2
O=C(CNS(=O)(=O)c1ccc(Br)s1)NCc1ccc2c(c1)OCO2	6	-10	6	3	3	-8	14	6	4
O=C(Nc1ccncc1)C1c2ccccc2Oc2ccccc21	1	-15	0	2	15	-15	7	0	-1
CCCC(=N)C1=C(O)CC(CC(C)SCC)CC1=O (stereo not given)	-1	-2	7	6	16	-20	14	-1	3
Cc1ccc(C)c(Cn2c(=O)n(CCCC(=O)NCc3ccco3)c(=O)c3ccccc32)c1	9	1	1	-3	3	7	4	5	0
Nc1c(C(=O)NCc2ccco2)nnn1Cc1ccccc1	6	x	6	-1	4	-28	3	x	6
COc1ccc(-c2nnc(SC(C)C(=O)Nc3ccc4c(c3)OCCO4)o2)cc1 (stereo not given)	8	-3	-4	1	1	25	5	7	4
CC1CCC/C(=C\Nc2ccc(O)cc2)C1=O (stereo not given)	13	-10	2	-1	6	-7	13	8	4
CCC1Oc2ccc(C)cc2N(CC(=O)NCCCN2CCCCC2CC)C1=O (stereo not given)	4	-2	5	3	-6	5	9	-1	5
Clc1cc(Cl)c2nc(N3CCCCC3)sc2c1	8	2	3	0	-1	24	17	5	4
CC(C)CC(/C(O)=C(\C#N)c1nc2ccccc2[nH]1)N1C(=O)c2ccccc2C1=O (stereo not given)	8	5	3	1	-2	-15	6	4	5
CCn1nc(C(=O)OCC(=O)c2ccc3c(c2)OCCO3)c2ccccc2c1=O	4	x	0	5	5	-25	12	x	8
O=C(Nn1c(Cc2cccs2)nc2ccccc2c1=O)c1cccs1	-10	-10	0	1	-1	1	21	-9	1
C=CCn1c(CSc2nc3ccccc3s2)nnc1SCC(=O)NCCN1CCOCC1	4	0	3	-5	-2	9	5	4	-1
O=C(Cn1ncc2c(=O)oc3ccccc3c21)N1CCc2ccccc2C1	8	14	6	-1	4	-9	20	8	4
COc1ccc2c(c1OC)C(=O)OC2CC(=O)c1ccc(O)cc1 (stereo not given)	8	3	-8	0	-7	8	4	4	8
CCOC(=O)CSc1nc2ccccc2c(=O)n1CCN1CCOCC1	5	12	3	2	6	-14	-6	2	12

Gathered by group: those above with an aryl thioether with sulfur outside any ring
SMILES	PKA inh	JNK3 inh	CatB mixtures	CatB inh	CatS inh	RORA act	AP complement	ROCK2 blocker	Ec RNAP inh
C/C(N)=C(/C#N)C(=O)CSc1nc(C2CCCCC2)n(-c2ccccc2)n1	8	-4	3	6	-1	-26	5	6	-2
CSCCc1nc(SCC(=O)Nc2nnc(C)s2)[nH]c1C	8	-1	1	6	3	-11	19	4	7
O=C(CSc1nnc(Cc2csc(Nc3cccc(Cl)c3)n2)o1)N1CCc2ccccc21	-2	-7	-2	0	4	-4	-6	-2	-4
N#Cc1ccccc1NC(=O)CSc1nnc(-c2ccccc2O)n1-c1ccccc1	-4	-2	-1	-5	-13	-8	18	-2	-1
COc1ccc(-c2nnc3ccc(SCC(=O)N4CCOCC4)nn23)cc1	-6	3	-4	-2	3	-1	-3	2	13
CCCN(C(=O)CSc1nnc(-c2ccoc2C)n1N)C1CCS(=O)(=O)C1 (stereo not given)	12	-5	3	-2	0	-12	10	6	6
COc1ccc(CSc2n[nH]c(C)n2)cc1Br	x	x	4	1	15	x	5	x	6
COc1ccc(-c2nnc(SC(C)C(=O)Nc3ccc4c(c3)OCCO4)o2)cc1 (stereo not given)	8	-3	-4	1	1	25	5	7	4
C=CCn1c(CSc2nc3ccccc3s2)nnc1SCC(=O)NCCN1CCOCC1	4	0	3	-5	-2	9	5	4	-1
CCOC(=O)CSc1nc2ccccc2c(=O)n1CCN1CCOCC1	5	12	3	2	6	-14	-6	2	12
